Tb PYK inh: T. brucei pyruvate kinase inhibition; Q57TT1; TbPYK enzyme, Kinase-Glo Plus ATP luminescence, 45 min; Potency, µM (doses to about 76.8 µM), for the others: top-dose activity, negative = inhibition, usual class: inhibitors; actives 0.12% (n = 410,000); AID 624173; also: potency is read from the fitted curve at half-maximal effect; nearly all actives have a fitted effect of over 50% in size
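Activity of T. brucei pyruvate kinase was followed by Kinase-Glo Plus luminescence after the enzyme reacted 45 min at room temperature with 130 uM ADP (final) and substrate. Test compounds were added before ADP at multiple concentrations.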
HCMV inh: blocks human cytomegalovirus replication; HFF cells, HCMV-luciferase reporter, 72 h; stronger effect = lower value; activity change, negative = inhibition, % at 57.5 µM; actives 4.5% (n = 410,000); AID 1259415; in the data active = activity change below about -60%; inconclusive = no clear call, values can overlap the other calls; inactive = above about -39%
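HFF cells seeded 16 h at 37C, treated with compounds, infected with luciferase-reporter HCMV at MOI 1 PFU/cell; luciferase read at 72 h post infection, normalized to buffer-only and Salinomycin controls.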
AmpC inh no detg: blocks E. coli AmpC beta-lactamase in detergent-free assay | AID 485341 | Potency, µM (titrated, usually from 57.1 µM), without a hit: at the top dose activity change, negative = inhibition, actives largely listed as inhibitors | P00811 | AmpC nitrocefin hydrolysis, absorbance 480 nm, 0.0001% Triton | actives 0.52% (n = 330,000);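 also: potency is read from the fitted curve at half-maximal effect; plate controls were no compound for no effect and no enzyme for full effect; nearly all actives have a fitted effect of over 20% in size; some results filed as inactive show a strong effect at the top dose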
Target sequence (P00811 whole entry, looked up): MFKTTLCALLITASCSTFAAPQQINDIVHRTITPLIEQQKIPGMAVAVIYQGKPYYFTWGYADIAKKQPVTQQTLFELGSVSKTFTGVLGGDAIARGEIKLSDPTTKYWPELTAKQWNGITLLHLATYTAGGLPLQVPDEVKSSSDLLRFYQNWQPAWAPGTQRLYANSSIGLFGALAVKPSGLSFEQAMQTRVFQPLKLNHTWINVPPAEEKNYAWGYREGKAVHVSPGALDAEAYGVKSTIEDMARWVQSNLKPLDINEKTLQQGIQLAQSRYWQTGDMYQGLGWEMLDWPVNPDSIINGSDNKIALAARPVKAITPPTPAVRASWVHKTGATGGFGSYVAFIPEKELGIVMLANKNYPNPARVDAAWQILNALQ
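20 mM phosphate pH 7.0 + 0.01% (detergent screen) or 0.0001% Triton X-100; 5.3 nM AmpC reagent; cpd preinc 15 min RT; nitrocefin (800 uM stock) to start; A480 q20 s × 4 min; Activity was normalised to no-enzyme and no-compound control wells.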
AmpC inh detg: AmpC beta-lactamase inhibition with detergent present; P00811; AmpC hydrolysis of nitrocefin, absorbance 480 nm, 0.01% Triton; Potency, µM (titrated, usually from 114 µM), without a hit: at the highest dose activity change, negative = inhibition, hits mostly inhibitors; actives 0.041% (n = 370,000);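 also: potency is read from the fitted curve at half-maximal effect; 0% = no-compound wells and -100% = no-enzyme wells; nearly all actives have a fitted effect of over 25% in size; some results filed as inactive show a strong effect at the top dose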
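AmpC (5.3 nM in the dispensed reagent) in 20 mM phosphate pH 7.0 with 0.01% (detergent screen) or 0.0001% Triton X-100 was preincubated with compounds for 15 min at room temperature. Nitrocefin was then added from an 800 uM solution, and hydrolysis was followed at 480 nm.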
AMA1 RON2 block: AMA1-RON2 (P. falciparum) interaction inhibition; AlphaScreen AMA1-biotinylated RON2 peptide binding; Potency, µM (titrated, usually from 58.2 µM), without a hit: at the highest dose activity change, negative = inhibition, actives largely listed as inhibitors; actives 0.2% (n = 360,000); AID 720542;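 also: potency is read from the fitted curve at half-maximal effect; 0% = vehicle wells and -100% = peptide control; nearly all actives have a fitted effect of over 45% in size; some results filed as inactive show a strong effect at the top dose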
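AMA1 (3D7) with his tag at 25 nM final met compounds first, then biotinylated RON2 peptide at 25 nM; detection used donor plus acceptor beads, 10 µg/mL apiece, read by AlphaScreen after 30 min at room temperature.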
LmPK inh: blocks Leishmania mexicana pyruvate kinase activity. actives 0.37% (n = 290,000). AID 1721. purified LmPK, Kinase-Glo ATP luminescence, 1 h. Potency, µM (highest dose often 57.5 µM), without a hit: at the top dose activity change, negative = inhibition, most hits filed as inhibitors; also: potency is read from the fitted curve at half-maximal effect
Target sequence (Q27686 whole entry, looked up): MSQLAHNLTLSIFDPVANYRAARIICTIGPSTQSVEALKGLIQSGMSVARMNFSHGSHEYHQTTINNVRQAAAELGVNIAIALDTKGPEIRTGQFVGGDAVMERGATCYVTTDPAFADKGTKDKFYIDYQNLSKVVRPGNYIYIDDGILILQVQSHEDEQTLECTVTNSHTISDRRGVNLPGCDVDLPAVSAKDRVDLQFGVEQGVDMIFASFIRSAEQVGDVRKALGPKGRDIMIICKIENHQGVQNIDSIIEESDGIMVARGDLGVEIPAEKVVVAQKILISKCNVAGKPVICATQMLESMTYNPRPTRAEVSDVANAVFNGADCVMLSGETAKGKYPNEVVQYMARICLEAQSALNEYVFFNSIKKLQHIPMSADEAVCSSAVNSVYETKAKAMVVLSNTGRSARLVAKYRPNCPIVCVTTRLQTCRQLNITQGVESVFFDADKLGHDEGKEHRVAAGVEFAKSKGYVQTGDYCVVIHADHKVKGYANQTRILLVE
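0.1 nM LmPK, 0.5 mM PEP, 0.1 mM ADP; 50 mM imidazole pH 7.2, 7 mM MgCl2, 50 mM KCl; 1 h RT. Kinase-Glo luminescence readout, normalized to no-enzyme (full inhibition) and uninhibited wells.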
HCV inhibitor: HCV inhibition; AID 651820; actives 3.4% (n = 340,000); Potency, µM (highest dose often 41.8 µM), inactives show at the top dose activity change, negative = inhibition, most hits filed as inhibitors; Huh7.5.1 HCVcc-Cre infection, luciferase reporter, 44 h; also: potency is read from the fitted curve at half-maximal effect
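Cells seeded at 1,000/well and cultured 4 h, then compounds added followed by HCVcc-Cre virus (~0.5 moi). After 44 h further culture, luciferase substrate was added, plates held 15 min at room temperature, and luminescence read for 15 sec.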
The depositor's hits bear a star; ? = inconclusive; / = not tested or not shown; [ ] = remark or other dose. Unless noted, calls follow the shape of the dose curve; as a rule, active = well fitted curve in the direction sought with a large enough effect; inconclusive = small, poorly fitted or top-dose-only effect, or another doubt; inactive = no such curve, though single readings can be large; an effect the other way counts as inactive or inconclusive. Unless noted, % is scaled to controls: 0 for no effect and ±100 for the full control effect.

SMILES	Tb PYK inh	HCMV inh	AmpC inh no detg	AmpC inh detg	AMA1 RON2 block	LmPK inh	HCV inhibitor
COc1cccc(-n2c(-c3ccc(C)cc3)cc3c2CC(C)(C)CC3=O)c1	-1%	?	/	1%	/	/	/
CC(C)(C)C1=Nn2c(nnc2-c2n[nH]c3c2CCC3)SC1	?	-24	-29%	?	66%[activator]	0%	-8%
Clc1ccc(Nc2nc(C3CC3)cs2)cc1	-5%	?	?	-7%	17%	5%	9%
O=C1OCc2cc(NC(=O)C3CCCO3)ccc21 (configuration not stated)	3%	59	-24%	?	15%	1%	8%
O=C(COc1ccccc1)Nc1ccc(N2CCN(C(=O)c3ccco3)CC2)cc1	1%	14	4%	9%	-19%	12%	-6%
C=CCn1c(SCc2cc(=O)n3cc(C)ccc3n2)nnc1-c1cccc(C)c1	-3%	?	23%	?	10%	0%	?
COc1ccc(C(=O)Nc2cccc3ccccc23)cc1	-16%	63	-26%	?	-1%	-1%	-5%
CCc1c(C)sc(NC(=O)Cn2nc(C)c([N+](=O)[O-])c2C)c1C(N)=O	?	-21	-10%	-14%	0%	-4%	13%
COc1ccc(OCc2cc(C(=O)N(C)Cc3nccn3C)no2)c2ccccc12	6%	72	176%[activator]	?	-28%	2%	-20%
COc1ccc(C(=O)Nc2ccc3oc(-c4cc(Cl)ccc4Cl)nc3c2)cc1Br	2%	-3	/	16%	/	/	/
CN(CCO)c1cc(N2CCN(C(=O)c3ccco3)CC2)c2nonc2c1[N+](=O)[O-]	-2%	71	-29%	-2%	-1%	0%	-6%
O=C(C1CCCN(S(=O)(=O)c2ccccc2)C1)N1CCCCC1 (configuration not stated)	-3%	6	2%	?	-15%	1%	15%
Cc1ccc2nc3nc(NCC4CCCO4)c(C(=O)NC4CCCCC4)cc3c(=O)n2c1 (configuration not stated)	/	/	-16%	1%	/	-5%	/
CC(C)Cn1c(=O)c(C(=O)Nc2ccncc2)c(O)c2ccccc21	-3%	-16	/	/	46%[activator]	/	10µM*
CCOc1ccc(-c2nnn(CC(=O)NCc3ccco3)n2)cc1	8%	22	-21%	-14%	4%	-2%	-1%

Reprinted at random: 3 records from the list, in no set order.
SMILES	Tb PYK inh	HCMV inh	AmpC inh no detg	AmpC inh detg	AMA1 RON2 block	LmPK inh	HCV inhibitor
CCOc1ccc(-c2nnn(CC(=O)NCc3ccco3)n2)cc1	8%	22	-21%	-14%	4%	-2%	-1%
CCc1c(C)sc(NC(=O)Cn2nc(C)c([N+](=O)[O-])c2C)c1C(N)=O	?	-21	-10%	-14%	0%	-4%	13%
COc1ccc(C(=O)Nc2ccc3oc(-c4cc(Cl)ccc4Cl)nc3c2)cc1Br	2%	-3	/	16%	/	/	/

New compounds follow
SMILES	Tb PYK inh	HCMV inh	AmpC inh no detg	AmpC inh detg	AMA1 RON2 block	LmPK inh	HCV inhibitor
CCCOC1CCCN(C(=O)c2ccc3oc(C(C)C)nc3c2)C1 (configuration not stated)	-7%	1	35%	2%	-6%	-7%	13%
CCc1nnc(NC(=O)CSc2nnc(COc3cccc(C)c3)o2)s1	1%	71	-19%	-2%	108%[activator]	3%	1%
Cc1ccc(NC(=O)Cn2nnc(C(=O)NCc3ccc(Cl)cc3)c2N)cc1F	2%	20	-42%	-5%	-6%	-6%	10%
CCSc1nc(N)c2c3c(sc2n1)CN(C)CC3	/	/	-22%	-2%	/	-2%	0%
O=C(O)Cn1nc(-c2ccc(Cl)cc2)ccc1=O	1%	20	-12%	1%	-5%	4%	11%
O=S(=O)(c1ccc(Cl)cc1)c1nc(-c2ccccc2F)oc1NCCCN1CCOCC1	-4%	19	-3%	2%	-8%	-3%	?
O=[N+]([O-])c1ncc(Br)cc1Nc1ccccc1	-2%	?	/	/	-30%	/	11%
FC(F)(F)c1ccc(C2[C@H]3CN(Cc4cccnc4)[C@H](c4ccccc4)C34CC2(c2cccnc2)C4)cc1 (some centres not stated)	-6%	0	109%[activator]	3%	-10%	10%	?
O=C(Nc1cccc(NC(=O)c2ccco2)c1)c1cccc(Br)c1	-4%	-90*	?	-19%	4%	-3%	-28%
N=c1n(CC(=O)O)c2ccccc2n1Cc1ccccc1Cl	-1%	33	-12%	?	60%[activator]	-2%	7%
O=C(O)/C=C/C(=O)Nc1c(F)cccc1F	0%	-11	-17%	0%	-6%	-1%	18%
CCOC(=O)C1(Cc2ccccc2)CCN(Cc2ccc(C3CCCCO3)s2)CC1 (configuration not stated)	0%	?	85%[activator]	1%	?	2%	?
COc1ccc2c(c1)CCCC2NS(=O)(=O)OCC(Cl)(Cl)Cl (configuration not stated)	1%	-6	-28%	-13%	26%	0%	-1%
C=CCN(c1ccccc1)S(=O)(=O)c1ccc2c(c1)oc(=O)n2C	3%	-20	-2%	-7%	0%	10%	11%
CCCC(=O)NC(c1ccc(N(C)C)cc1)c1c(O)ccc2ccccc12 (configuration not stated)	-4%	42	-28%	8%	?	4%	2%
CC(=O)Nc1ccc(NC(=O)C(C)OC(=O)C2CC(=O)N(CCc3ccccc3)C2)cc1 (configuration not stated)	2%	-9	-10%	-9%	-6%	/	18%
CC1(c2ccccc2)NC(=O)N(CC(=O)N(c2ccccc2)C2CCS(=O)(=O)C2)C1=O (configuration not stated)	-3%	12	10%	/	-2%	/	18%
C[C@H](CO)N1C[C@H](C)[C@@H](CN(C)S(C)(=O)=O)Oc2c(NC(=O)c3ccncc3)cccc2C1=O	-10%	-17	-9%	/	-1%	/	11%
CC(=O)OCc1nc2sc3c(c2c(=O)[nH]1)CCCC3	2%	-32	-13%	3%	6%	0%	10%
Cc1cccc(C(=O)Nc2c(C(=O)NCc3ccc(Cl)cc3)sc3nc(C)cc(C)c23)c1	6%	-75*	/	-4%	/	/	/
CCOc1ccc2c(c1)c(C(C)=O)c(C)n2-c1ccccc1	-4%	?	21%	-6%	-20%	1%	11µM*
CN(C)CCNc1ccc(-c2nn(C)c(=O)c3ccccc23)cc1[N+](=O)[O-]	-6%	3	-6%	-6%	-3%	0%	?
CC(=O)Nc1ccc(NC(=O)CS(=O)(=O)c2cn(CC(=O)N3CCC(C)CC3)c3ccccc23)cc1	-8%	39	/	/	-9%	/	-10%
CC(=O)N1N=C(c2ccc(Br)cc2)CC1c1cn(C)c2ccccc12 (configuration not stated)	-1%	18	80%[activator]	-14%	-26%	1%	-3%
CC(=O)Nc1nc(SCc2ccc(Cl)cc2Cl)n[nH]1	2%	-5	-24%	0%	1%	1%	3%
O=C(NCCSc1c[nH]c2ccccc12)C1CC1	-1%	41	-16%	?	-4%	-1%	18%
COc1ccccc1N1CCN(C(=O)c2cc3n(n2)C(C(F)(F)F)CC(c2ccco2)N3)CC1 (configuration not stated)	-5%	21	125%[activator]	-9%	-7%	-1%	-1%
CCOc1ccc(/C=C2\N=C(c3cccs3)OC2=O)cc1OC	/	/	-8%	-13%	/	1%	-13%
CC(=O)N1N=C(c2cccnc2)OC1c1ccccc1Cl (configuration not stated)	-4%	16	-2%	-6%	-15%	-3%	0%
C[C@@H]1[C@H]2CCCC[C@H]2CN(C(=O)OC(C)(C)C)[C@@H]1CC(=O)c1ccccc1	-5%	-4	9%	/	3%	/	32%

Overlap with the part before: 4 entries; new compounds follow.
SMILES	Tb PYK inh	HCMV inh	AmpC inh no detg	AmpC inh detg	AMA1 RON2 block	LmPK inh	HCV inhibitor
COc1ccccc1N1CCN(C(=O)c2cc3n(n2)C(C(F)(F)F)CC(c2ccco2)N3)CC1 (configuration not stated)	-5%	21	125%[activator]	-9%	-7%	-1%	-1%
CCOc1ccc(/C=C2\N=C(c3cccs3)OC2=O)cc1OC	/	/	-8%	-13%	/	1%	-13%
CC(=O)N1N=C(c2cccnc2)OC1c1ccccc1Cl (configuration not stated)	-4%	16	-2%	-6%	-15%	-3%	0%
C[C@@H]1[C@H]2CCCC[C@H]2CN(C(=O)OC(C)(C)C)[C@@H]1CC(=O)c1ccccc1	-5%	-4	9%	/	3%	/	32%
O=C(c1cccc(COc2cccc3ccccc23)c1)N1CCCC1	2%	-5	67%[activator]	-8%	-8%	1%	?
Oc1cccc(/C=N/Nc2cc(N3CCCC3)nc(N3CCCC3)n2)c1	-3%	4	-32%	?	6%	-2%	?
CC(C)(C)c1ccc(C(=O)CCCSC2=C(C#N)C(c3ccco3)C3=C(CCCC3=O)N2)cc1 (configuration not stated)	-7%	?	-18%	-4%	-5%	3%	6.3µM*
Cc1ccccc1/C=N/NC(=O)c1ccc(-n2cnnn2)cc1	0%	0	-6%	?	7%	/	?
CCc1cc(=O)oc2c(C)c(OCC(=O)N3CC[C@@]4(O)CCCC[C@H]4C3)ccc12	3%	-25	-4%	-8%	7%	-9%	?
O=C(CSc1nnc(-c2ccncc2)o1)Oc1ccccc1	-1%	-8	-2%	-3%	-8%	6%	12%
CCOc1cc2c(cc1OCC)-n1cccc1C(c1cccc(OCC)c1O)NC2 (configuration not stated)	-14%	9	129%[activator]	1%	-24%	-2%	?
CC(C)(C)N1CC2(c3ccccc3)CN(C(C)(C)C)CC(c3ccccc3)(C1)C2=O	4%	27	-17%	-15%	-5%	0%	6%
COc1ccc(C(=O)NCCCN2CCCC2=O)cc1	4%	6	4%	-2%	-5%	1%	-3%
O=S(=O)(Nc1ccc(OC(F)(F)F)cc1)c1cccc2nonc12	-2%	-28	-40%	-4%	-12%	1%	19%
Cc1cc(NC(=O)Cc2csc(-c3ccccc3)n2)ccc1Br	-10%	-28	-24%	-1%	-4%	-3%	-12%
CCOc1ccc(Oc2ccc(NC(=O)CSc3nncn3C)cc2)cc1	0%	-12	86%[activator]	?	-3%	/	?
O=C(Nc1ccccc1[N+](=O)[O-])c1cc2ccccc2nc1Cl	-5%	17	-10%	-2%	-3%	-4%	-3%
CC(=O)Nc1cc(C(=O)N2CCCC2)ccc1S(=O)(=O)c1ccc(Cl)cc1	4%	-2	13%	-3%	0%	-1%	-7%
NNC(=O)CN(CCc1ccccc1)S(=O)(=O)c1ccc(Cl)cc1	-4%	-33	-8%	9%	35%[activator]	1%	17%
Cc1cc(C(=O)O)cc(S(=O)(=O)N2CCOCC2)c1C	3%	36	-2%	1%	-1%	0%	-5%
CCCCN1CN(S(=O)(=O)c2ccc(OC)cc2)c2nc3ccccc3nc21	0%	-36	-16%	1%	-6%	10%	0%
CCc1ccc2oc(C(=O)Nc3ccccc3OC)cc(=O)c2c1	7%	-4	/	-2%	/	/	/
O=C(NCc1ccco1)/C(=C\c1ccc(F)cc1)NC(=O)c1ccco1	3%	-13	-20%	1%	-7%	0%	?

Compound activity as filed in PubChem.
